Source: PubChem
Mito fusion act = mitochondrial division inhibition or fusion activation | S. cerevisiae fusion-defective mutant growth rescue, CellTiterGlo 48 h | Potency, µM (titrated, usually from 46.1 µM), inactives show at the top dose growth rescue (activation), hits mostly activators | 0.23% of 320,000 active;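 also: potency is read from the fitted curve at half-maximal effect; % of control where 0% means no effect; nearly all actives have a fitted effect of over 45% in size; temperature-sensitive fusion mutants such as fzo1-1 at 37 °C on non-fermentable ethanol glycerol medium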
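Compounds are tested for their ability to restore growth of mitochondrial fusion-defective yeast strains at non-permissive 37C in YPEG medium over 48 hours. Viability is quantified by luciferase luminescence.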
NPC1 prom act = activators of NPC1 promoter; Potency, µM (highest dose often 9.22 µM), inactives show top-dose activation, actives largely listed as activators; AID 485313; Huh7 NPC1 promoter luciferase reporter, 24 h; 2.4% of 320,000 active;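 also: potency is read from the fitted curve at half-maximal effect; % of control where 0% means no effect; nearly all actives have a fitted effect of over 60% in size; reporter is driven by a mutant NPC1 promoter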
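Stably transfected Huh7 (NPC1 promoter→luciferase), 1500 cells/well in Opti-MEM + 10% FBS, 2 h settle, then compound 24 h at 37 °C. Luminescence after 10 min with Amplite reagent.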
KCNH2 3.1 block = KCNH2 3.1 (human) potassium channel inhibition. U2OS KCNH2 3.1, thallium flux FluxOr; active compounds read low. activity change, % (tested at about 1.8 µM). 0.95% of 340,000 active;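 active = maximum activity change below -70%; inconclusive = maximum activity change from -70% to -50%; inactive = maximum activity change above -50%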;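 also: thallium influx rate constant from kinetic fluorescence after stimulation buffer; % is scaled to controls: 0 for no effect and ±100 for the full control effect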
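Virally transduced U2OS (3.1 isoform, 4 h infection in dark at RT) → overnight 37 C → FluxOr + Red40 in HBSS/HEPES, 45 min → stimulation buffer, 2 min kinetic read → rate constant vs DMSO controls.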
ELG1 repair inh = blocks ELG1-dependent DNA repair in HEK293T cells. HEK293T ELG1-luciferase reporter, luminescence, 16 h; DNA damage induced by 5-fluorouridine. Potency, µM (titrated, usually from 46.1 µM), without a hit: at the highest dose activity change, negative = inhibition, hits mostly inhibitors. 2.3% of 330,000 active. AID 504467; also: potency is read from the fitted curve at half-maximal effect; % is scaled to controls: 0 for no effect and ±100 for the full control effect; nearly all actives have a fitted effect of over 55% in size
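Reporter activity after DNA damage by 5-fluorouridine is monitored. Compound-treated cells incubate 16 hr at 37 °C, then ONE-Glo is added for 30 min before luminescence reading.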
FLuc modulator = inhibits or activates purified firefly luciferase, miR-21 counter-screen; purified FLuc, Km substrates, luminescence inhibition; Potency, µM (top dose mostly 57.5 µM), without a hit: at the highest dose activity change, negative = inhibition, usual class: inhibitors; 6.9% of 360,000 active; AID 588342;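 also: potency is read from the fitted curve at half-maximal effect; plate controls were vehicle for no effect and reference inhibitor for full effect; nearly all actives have a fitted effect of over 55% in size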
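Purified P. pyralis luciferase (10nM final) with 10uM D-luciferin and 10uM ATP (Km levels) in 50mM Tris acetate pH 7.5, 10mM Mg acetate, 0.01% Tween-20, 0.05% BSA; qHTS 6-point titration, ~60 µM downward; luminescence read.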
Menin MLL FP TR = menin-MLL binding inhibition, Texas Red mutant peptide; O00255; Menin + Texas Red MLL mutant peptide, fluorescence polarization; Potency, µM (doses to about 61.6 µM), for the others: top-dose FP activity change, negative = inhibition, hits mostly inhibitors; 0.23% of 270,000 active; active = well fitted inhibition curve with a large enough effect in the polarisation, with a control signal flat, not every such curve was filed as active; inconclusive = small, poorly fitted or top-dose-only effect, or effect the other way, or a change in a side signal; inactive = no such curve, though single readings can be large or run the other way; the % refers to the polarisation; also: potency is read from the fitted curve at half-maximal effect; % of control where 0% means no effect; many of its hits are not listed in these tables
Target sequence (O00255 whole entry, looked up): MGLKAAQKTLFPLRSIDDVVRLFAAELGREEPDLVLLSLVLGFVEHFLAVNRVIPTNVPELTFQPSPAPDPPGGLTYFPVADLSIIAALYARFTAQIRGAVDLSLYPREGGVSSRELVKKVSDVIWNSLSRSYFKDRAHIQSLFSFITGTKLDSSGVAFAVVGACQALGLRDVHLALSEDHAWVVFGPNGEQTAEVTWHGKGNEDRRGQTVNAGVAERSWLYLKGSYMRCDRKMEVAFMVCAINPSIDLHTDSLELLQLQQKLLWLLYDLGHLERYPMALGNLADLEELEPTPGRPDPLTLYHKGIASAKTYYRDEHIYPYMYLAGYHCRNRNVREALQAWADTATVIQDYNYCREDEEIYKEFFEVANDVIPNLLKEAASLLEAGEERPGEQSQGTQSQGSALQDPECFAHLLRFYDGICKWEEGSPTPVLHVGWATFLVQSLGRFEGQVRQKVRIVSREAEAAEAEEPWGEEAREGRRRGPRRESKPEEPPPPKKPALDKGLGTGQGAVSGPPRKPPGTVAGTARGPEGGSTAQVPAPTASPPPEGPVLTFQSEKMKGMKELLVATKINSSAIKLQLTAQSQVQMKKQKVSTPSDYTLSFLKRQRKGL
Gal4-VP16 FLuc = counter-screen for ROR gamma inhibitors: Gal4-VP16 reporter. Drosophila S2 Gal4-VP16 UAS-luciferase, luminescence, 20 h. Potency, µM (top dose mostly 53.6 µM), without a hit: top-dose activity, negative = inhibition, usual class: inhibitors. 3.5% of 310,000 active. AID 2546;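 also: Gal4-VP16 expression switched on by copper sulfate through the metallothionein promoter; potency is read from the fitted curve at half-maximal effect; % is scaled to controls: 0 for no effect and ±100 for the full control effect; nearly all actives have a fitted effect of over 50% in size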
Rab9 promoter act = activates the Rab9 promoter | Huh7 Rab9 promoter-luciferase reporter, luminescence, 24 h | Potency, µM (highest dose often 9.22 µM), for the others: at the top dose activation, negative = inhibition, most hits filed as activators | 2.8% of 320,000 active; also: potency is read from the fitted curve at half-maximal effect; % of control where 0% means no effect; nearly all actives have a fitted effect of over 60% in size
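Huh7 reporter line, Rab9 promoter upstream of luciferase. Compound exposure 24 h at 37 °C in reduced-serum medium with 10% FBS. Read-out: luminescence.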
MBNL1-CUG inh = blocks human MBNL1 binding to CUG repeat RNA. Q9NR56. TR-FRET MBNL1-His/biotin-(CUG)12 binding, 665/545 ratio. Potency, µM (series often up to 57.5 µM), inactives show at the highest dose activity change, negative = inhibition, most hits filed as inhibitors. 0.036% of 280,000 active. AID 2675; active = well fitted inhibition curve with a large enough effect in the signal ratio, with a control signal flat, not every such curve was filed as active; inconclusive = small, poorly fitted or top-dose-only effect, or effect the other way, or a change in a side signal; inactive = no such curve, though single readings can be large or run the other way; the % refers to the signal ratio; also: potency is read from the fitted curve at half-maximal effect; % is scaled to controls: 0 for no effect and ±100 for the full control effect
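MBNL1-His + Biotin-(CUG)12, cpd titration 92 nM–58 uM; Tb anti-His Ab 0.055 ng/ul, SA-XL665 5 nM (final); 60 min RT; ratiometric 665/545 nm, Ex 340 nm; normalized to buffer and full-complex controls.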
PKM2 activator = activators of human pyruvate kinase M2. P14618. AID 1631. Potency, µM (series often up to 57.5 µM), without a hit: at the top dose activation, actives largely listed as activators. purified PKM2, Kinase-Glo ATP luminescence, activation; response scale: 0% is enzyme alone, no compound. 0.34% of 260,000 active; also: potency is read from the fitted curve at half-maximal effect; % is scaled to controls: 0 for no effect and ±100 for the full control effect; nearly all actives have a fitted effect of over 55% in size
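Purified hPK-M2 (>95%) run at intermediate activity with 0.1 mM ADP and 0.5 mM PEP in 50 mM imidazole pH 7.2, KCl, MgCl2; 1 h room temperature. ATP formed read by Kinase-Glo luminescence; normalized to uninhibited and no-enzyme controls.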
RORgamma inh = ROR gamma (mouse) transcription inhibition | 5.4% of 310,000 active | AID 2551 | P51450 | Potency, µM (series often up to 53.6 µM), inactives show at the highest dose activity change, negative = inhibition, most hits filed as inhibitors | Drosophila S2 Gal4-RORgamma UAS-luciferase reporter, 20 h; also: potency is read from the fitted curve at half-maximal effect; % is scaled to controls: 0 for no effect and ±100 for the full control effect; nearly all actives have a fitted effect of over 60% in size
Target sequence (P51450 whole entry, looked up, the tested form may be a part): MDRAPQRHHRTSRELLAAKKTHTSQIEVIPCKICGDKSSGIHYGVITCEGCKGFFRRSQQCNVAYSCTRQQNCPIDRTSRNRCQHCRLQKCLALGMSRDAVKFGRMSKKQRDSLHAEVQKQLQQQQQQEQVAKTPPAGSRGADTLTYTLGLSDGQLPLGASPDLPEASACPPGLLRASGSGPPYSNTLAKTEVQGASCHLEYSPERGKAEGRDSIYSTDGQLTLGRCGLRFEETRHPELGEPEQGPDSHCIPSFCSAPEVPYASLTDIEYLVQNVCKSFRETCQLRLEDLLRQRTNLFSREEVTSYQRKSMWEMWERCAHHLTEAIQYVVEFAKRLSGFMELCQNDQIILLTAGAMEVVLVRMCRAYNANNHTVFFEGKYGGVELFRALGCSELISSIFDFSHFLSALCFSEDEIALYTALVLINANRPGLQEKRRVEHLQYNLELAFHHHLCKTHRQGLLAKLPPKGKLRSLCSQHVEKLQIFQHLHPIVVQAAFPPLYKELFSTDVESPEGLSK
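Schneider cells (Drosophila), stable Gal4 DBD–ROR gamma + UAS-luc; 1 hr cmpd preincubation; Cu2+ induction 700 uM final; 20 hr ambient; luminescence.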
An asterisk follows results filed as active; [ ] = remark or other dose. Unless noted, calls follow the shape of the dose curve; as a rule, active = well fitted curve in the direction sought with a large enough effect; inconclusive = small, poorly fitted or top-dose-only effect, or another doubt; inactive = no such curve, though single readings can be large; an effect the other way counts as inactive or inconclusive. The list is partial; the hit share may differ from the screen's.

What do the screens show for `Cc1ccc(C)c(S(=O)(=O)N2CCCC2CNC(=O)C(=O)NC2CC2)c1` (stereo unspecified)?
Mito fusion act: -2%; NPC1 prom act: -1%; KCNH2 3.1 block: 4; ELG1 repair inh: 10%; FLuc modulator: 0%; Rab9 promoter act: -4%

What do the screens show for `COc1ccc(OCc2nc3ccccc3[nH]2)cc1`?
Mito fusion act: 2%; NPC1 prom act: 1.6µM*; KCNH2 3.1 block: 17; ELG1 repair inh: inconclusive; FLuc modulator: 3.4µM*; Menin MLL FP TR: -9%; Gal4-VP16 FLuc: inconclusive; Rab9 promoter act: 0.56µM*; MBNL1-CUG inh: -1%; PKM2 activator: -10%; RORgamma inh: -55%

Results for COc1cc(NC(=O)c2ccc(=O)[nH]n2)cc(OC)c1OC ?
Mito fusion act: -25%; NPC1 prom act: -1%; KCNH2 3.1 block: 11; ELG1 repair inh: inconclusive; FLuc modulator: 1%; Menin MLL FP TR: 20%; Gal4-VP16 FLuc: 1%; Rab9 promoter act: 2%; MBNL1-CUG inh: 5%; RORgamma inh: 5%

How did CCOc1ccc(NC(=S)N2CCN(S(C)(=O)=O)CC2)cc1 do in these assays?
Mito fusion act: -2%; NPC1 prom act: -6%; KCNH2 3.1 block: 3; ELG1 repair inh: 9%; FLuc modulator: 2%; Menin MLL FP TR: 2%; Gal4-VP16 FLuc: -2%; Rab9 promoter act: 1%; MBNL1-CUG inh: -12%; PKM2 activator: -8%; RORgamma inh: 5%

Results for CCOC(=O)C(=NC1CCS(=O)(=O)C1)NNc1ccccc1Cl (stereo unspecified) ?
Mito fusion act: -11%; NPC1 prom act: 1%; KCNH2 3.1 block: -3; ELG1 repair inh: 6%; FLuc modulator: 17µM*; Gal4-VP16 FLuc: -3%; Rab9 promoter act: 1%; MBNL1-CUG inh: -1%; PKM2 activator: 1%; RORgamma inh: -14%

What do the screens show for `Cc1ccc(S(=O)(=O)N2CCN(C(=O)c3cc(C4CC4)nc4c3cnn4C(C)C)CC2)cc1`?
Mito fusion act: 9%; NPC1 prom act: 0%; KCNH2 3.1 block: 5; ELG1 repair inh: inconclusive; FLuc modulator: 0%; Rab9 promoter act: -2%

Results for COc1cc(Cl)c(C)cc1NC(=O)Cc1ccc(OC)c(OC)c1 ?
Mito fusion act: 7%; NPC1 prom act: -4%; KCNH2 3.1 block: -1; ELG1 repair inh: inconclusive; FLuc modulator: 3%; Menin MLL FP TR: -4%; Gal4-VP16 FLuc: -11%; Rab9 promoter act: 2%; MBNL1-CUG inh: 9%; PKM2 activator: 8%; RORgamma inh: 29%

How did CCOC(=O)c1nn(-c2ccccc2)c(C#N)c1N do in these assays?
Mito fusion act: 1%; NPC1 prom act: -11%; KCNH2 3.1 block: 2; ELG1 repair inh: 2%; FLuc modulator: 1%; Menin MLL FP TR: -2%; Gal4-VP16 FLuc: -19%[10 µM]; Rab9 promoter act: -1%; MBNL1-CUG inh: 24%; PKM2 activator: 6%; RORgamma inh: 1%

Results for COc1ccccc1C/C(N)=N/OC(=O)COc1cccc(C)c1C ?
Mito fusion act: 3%; NPC1 prom act: -2%; KCNH2 3.1 block: -5; ELG1 repair inh: -1%; FLuc modulator: -9%; Menin MLL FP TR: 0%; Gal4-VP16 FLuc: -3%; Rab9 promoter act: -7%; MBNL1-CUG inh: -3%; PKM2 activator: -7%; RORgamma inh: 1%

How did COCCCNC(=O)C12CCC(C)(C(=O)C1)C2(C)C (stereo unspecified) do in these assays?
Mito fusion act: 3%; NPC1 prom act: 1%; KCNH2 3.1 block: 3; ELG1 repair inh: 11%; FLuc modulator: 5%; Menin MLL FP TR: 2%; Gal4-VP16 FLuc: -1%; Rab9 promoter act: 1%; MBNL1-CUG inh: 7%; PKM2 activator: 5%; RORgamma inh: -30%

How did COc1ccccc1N1CCN(CC(=O)Nc2cccc(F)c2)CC1 do in these assays?
Mito fusion act: -1%; NPC1 prom act: 1%; KCNH2 3.1 block: 3; ELG1 repair inh: -12%; FLuc modulator: 3%; Menin MLL FP TR: 0%; Gal4-VP16 FLuc: 5%; Rab9 promoter act: 1%; MBNL1-CUG inh: 0%; PKM2 activator: 0%; RORgamma inh: -12%

How did C=CCc1c(NCCO)nc(C)[nH]c1=O do in these assays?
Mito fusion act: 1%; NPC1 prom act: 0%; KCNH2 3.1 block: 14; ELG1 repair inh: 21%; FLuc modulator: -16%; Menin MLL FP TR: -5%; Gal4-VP16 FLuc: -12%; Rab9 promoter act: -3%; MBNL1-CUG inh: 10%; PKM2 activator: 7%; RORgamma inh: -19%

Results for O=C(NCCN1CCOCC1)c1ccc(Cl)cc1O ?
Mito fusion act: 1%; NPC1 prom act: 3%; KCNH2 3.1 block: -5; ELG1 repair inh: 3%; FLuc modulator: 1%; Menin MLL FP TR: -22%; Gal4-VP16 FLuc: 11%; Rab9 promoter act: 6%; MBNL1-CUG inh: 0%; RORgamma inh: -3%

What do the screens show for `CC1CCCCN1c1ncnc(N)c1[N+](=O)[O-]` (stereo unspecified)?
Mito fusion act: 3%; NPC1 prom act: inconclusive; KCNH2 3.1 block: 0; ELG1 repair inh: 3.3µM*; FLuc modulator: 2%; Menin MLL FP TR: -9%; Gal4-VP16 FLuc: -14%; Rab9 promoter act: 0%; MBNL1-CUG inh: inconclusive; PKM2 activator: -4%; RORgamma inh: -31%

Results for COc1ccc(OC)c(C2NC(=O)CCC2[N+](=O)[O-])c1 (stereo unspecified) ?
Mito fusion act: 4%; NPC1 prom act: 1%; KCNH2 3.1 block: -4; ELG1 repair inh: 1%; FLuc modulator: 0%; Menin MLL FP TR: -1%; Gal4-VP16 FLuc: 2%; Rab9 promoter act: -9%; MBNL1-CUG inh: -1%; RORgamma inh: 2%

What do the screens show for `Cn1c(SCC(=O)NC2CCCCC2)nnc1-c1cccnc1`?
Mito fusion act: 11%; NPC1 prom act: 0%; KCNH2 3.1 block: -15; ELG1 repair inh: -9%; FLuc modulator: -2%; Menin MLL FP TR: 8%; Gal4-VP16 FLuc: -1%; Rab9 promoter act: -1%; MBNL1-CUG inh: -10%; PKM2 activator: -3%; RORgamma inh: -31%

How did N#Cc1cc(C(=O)c2cc(F)ccc2O)cn(Cc2ccccc2)c1=O do in these assays?
Mito fusion act: -3%; NPC1 prom act: -6%; KCNH2 3.1 block: -11; ELG1 repair inh: -2%; FLuc modulator: 4%; Menin MLL FP TR: 1%; Gal4-VP16 FLuc: 5%[10 µM]; Rab9 promoter act: -3%; MBNL1-CUG inh: -6%; PKM2 activator: 3%; RORgamma inh: inconclusive

What do the screens show for `Cc1nc(C(=O)N(C)C)nn1-c1cc(Cl)ccc1Cl`?
Mito fusion act: -1%; NPC1 prom act: 0%; KCNH2 3.1 block: 12; ELG1 repair inh: inconclusive; FLuc modulator: 0%; Menin MLL FP TR: 6%; Gal4-VP16 FLuc: -6%; Rab9 promoter act: -1%; MBNL1-CUG inh: -1%; PKM2 activator: -5%; RORgamma inh: -24%

How did O=C(COC(=O)C1CC2CCCC(C1)C2=O)Nc1ccccc1 (stereo unspecified) do in these assays?
Mito fusion act: 1%; NPC1 prom act: 0%; KCNH2 3.1 block: -7; ELG1 repair inh: 25%; FLuc modulator: -11%; Rab9 promoter act: -1%

What do the screens show for `Fc1ccccc1-c1nc2ncccc2o1`?
Mito fusion act: 9%; NPC1 prom act: 9%; KCNH2 3.1 block: -7; ELG1 repair inh: inconclusive; FLuc modulator: inconclusive; Menin MLL FP TR: 10%; Gal4-VP16 FLuc: -13%; Rab9 promoter act: 27%; MBNL1-CUG inh: -2%; PKM2 activator: -9%; RORgamma inh: 5%

What do the screens show for `O=c1c(S(=O)(=O)c2ccc(Cl)cc2)cn(Cc2ccccc2F)c2ccc(F)cc12`?
Mito fusion act: 7%; NPC1 prom act: -2%; KCNH2 3.1 block: -9; ELG1 repair inh: -24%; FLuc modulator: 3%; Menin MLL FP TR: 13%; Gal4-VP16 FLuc: 0%; Rab9 promoter act: -6%; MBNL1-CUG inh: 2%; PKM2 activator: 0%; RORgamma inh: inconclusive
